Assay outcomes from PubChem.
HepG2 viability: HepG2 cytotoxicity, counter-screen for TGF-b inhibitors. HepG2 CAGA-GFP viability, ATP luminescence, 18 h. Potency, µM (doses to about 46.1 µM), without a hit: at the top dose activity change, negative = cytotoxicity, usual class: cytotoxic. 0.76% of 410,000 active; also: potency is read from the fitted curve at half-maximal effect; some results filed as inactive show a strong effect at the top dose
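HepG2 CAGA-GFP cells (1000/well, DMEM with 1% FBS) received compound, then TGF-beta at 500 pg/mL final, and were incubated 18 hours at 37 degrees C. Viability was read by CellTiter-Glo luminescence. Media-only wells were set as complete cell-killing and DMSO as no toxicity.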
HT1080-NT tox: kills 2HG-producing HT-1080-NT fibrosarcoma cells. 1.6% of 360,000 active. HT-1080-NT fibrosarcoma viability, CellTiter-Glo ATP luminescence, 48 h. Potency, µM (series often up to 46.1 µM), without a hit: top-dose activity, negative = less viability, actives largely listed as cytotoxic;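 also: NT is the 2HG producing partner of a matched IDH1 knockdown line; potency is read from the fitted curve at half-maximal effect; 0% = DMSO-treated cells and -100% = media-only wells without cells; nearly all actives have a fitted effect of over 55% in size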
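Compounds were tested in concentration-response format on HT-1080-NT cells for 48 hours at 37 degrees C. Cell viability came from CellTiter-Glo luminescence; curves were classified by r2, response magnitude and activity.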
KB-3-1 tox: KB-3-1 parental cell cytotoxicity; KB-3-1 viability, CellTiter-Glo ATP luminescence, 72 h; Potency, µM (doses to about 46.1 µM), for inactives: at the highest dose activity change, negative = cytotoxic, most hits filed as cytotoxic; 1.4% of 400,000 active; also: potency is read from the fitted curve at half-maximal effect; % is scaled to controls: 0 for no effect and ±100 for the full control effect; nearly all actives have a fitted effect of over 60% in size
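Parental KB-3-1 viability, qHTS format: 72 h compound exposure, 37 °C; CellTiter-Glo; media-only wells and DMSO plates as controls; concentration-effect fits on corrected data.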
SW480 rerep: inducers of DNA re-replication in SW480 colon cancer cells | SW480 DNA re-replication, Hoechst DNA content imaging, 48 h | Potency, µM (series often up to 46.1 µM), for inactives: at the highest dose re-replication activation, hits mostly activators | 1.8% of 340,000 active | AID 624297; also: potency is read from the fitted curve at half-maximal effect; % of control where 0% means no effect; nearly all actives have a fitted effect of over 55% in size
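Readout is total intensity of Hoechst-stained nuclei, excited at 405 nm and collected at 500-530 nm. Compound treatment lasted 48 hr at 37 C in 5% CO2 before staining.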
ATXN2 expr inh: reduces ATXN2 reporter expression in HEK-293 cells; HEK-293 ATXN2-luciferase reporter, luminescence, 24 h; Potency, µM (top dose mostly 57 µM), for the others: at the top dose activity change, negative = inhibition, actives largely listed as inhibitors; 0.72% of 360,000 active; also: potency is read from the fitted curve at half-maximal effect; % is scaled to controls: 0 for no effect and ±100 for the full control effect; nearly all actives have a fitted effect of over 55% in size
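qHTS (up to 57 uM final) was run with 24 h compound exposure of reporter cells at 37 °C. Each well was multiplexed: SteadyGlo luminescence measured ATXN2-luciferase expression after a fluorogenic Gly-Phe-AFC viability readout (25 uM final).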
IL1B secr inh: inhibitors of inflammasome signaling (IL-1 beta secretion) | 4.7% of 360,000 active | activity change, % at 57.5 µM | THP-1 LPS/ATP IL-1B secretion, AlphaLISA, 16 h; stronger effect = lower value; in the data active = activity change below about -50%; inconclusive = mostly about -30% to -49%; also: % is scaled to controls: 0 for no effect and ±100 for the full control effect
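THP-1 cells pretreated 1 hr with compounds (up to 57.5 uM final), then stimulated with LPS (250 ng/mL final) plus ATP (1.25 mM final); secreted IL-1B measured by AlphaLISA after 16 hr, decreased signal indicating inhibition.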
HT1080 IDH1KD tx: toxicity to HT-1080 IDH1 knockdown cells (counter line) | Potency, µM (top dose mostly 46.1 µM), inactives show top-dose activity, negative = toxicity, actives largely listed as cytotoxic | HT-1080 IDH1 knockdown viability, ATP luminescence, 48 h | 2% of 360,000 active;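 also: potency is read from the fitted curve at half-maximal effect; 0% = DMSO wells and -100% = cell-free medium wells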
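Assay cells: HT-1080 with IDH1 knockdown, 750 per well, RPMI/5% FBS. Exposure: 48 h at 37 °C following 2 h pre-incubation. Read: CellTiter-Glo luminescence; fitted concentration-response, curve class assigned.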
MCF10A rereplic: inducers of DNA re-replication in MCF 10A breast cells | MCF 10A DNA re-replication, Hoechst nuclear intensity, 48 h | 2.9% of 350,000 active | Potency, µM (doses to about 46.1 µM), inactives show at the highest dose activity, positive = re-replication, hits mostly activators; also: potency is read from the fitted curve at half-maximal effect; % of control where 0% means no effect; nearly all actives have a fitted effect of over 50% in size
ATXN viability: cell viability loss in ATXN counter-screen | S2 cells (HEK-293 line with an ATXN2-luciferase reporter) viability, CellTiter-Fluor protease fluorescence, 24 h | Potency, µM (titrated, usually from 56.7 µM), hits mostly cytotoxic | 0.49% of 400,000 active; also: potency is read from the fitted curve at half-maximal effect; nearly all actives have a fitted effect of over 40% in size
Starred values were filed as active, the others as inactive; [ ] = another dose, or the depositor's remark. Unless noted, calls follow the shape of the dose curve; as a rule, active = well fitted curve in the direction sought with a large enough effect; inconclusive = small, poorly fitted or top-dose-only effect, or another doubt; inactive = no such curve, though single readings can be large; an effect the other way counts as inactive or inconclusive. Rows are unselected; overall some 8.9% were active at least once.

For CC(C)(Oc1ccc(Cl)cc1)C(=O)OCc1nc2ccsc2c(=O)[nH]1 the results were HepG2 viability 3%, HT1080-NT tox 11%, KB-3-1 tox 5%, SW480 rerep 0%, ATXN2 expr inh 8%, IL1B secr inh -1, HT1080 IDH1KD tx 13%, MCF10A rereplic -3% and ATXN viability inactive.
Screening Cc1cccnc1CCNC(=O)CCc1nnc(-c2ccccc2)o1 returned HepG2 viability -25%, HT1080-NT tox -1%, KB-3-1 tox 12%, SW480 rerep -4%, IL1B secr inh 0, HT1080 IDH1KD tx 0%, MCF10A rereplic -2% and ATXN viability inactive.
For COc1ccc(N=Nc2ccc(O)c(P(=O)(c3ccccc3)c3ccccc3)c2)cc1 the results were HepG2 viability 3%, HT1080-NT tox 12%, KB-3-1 tox -1%, SW480 rerep 8%, ATXN2 expr inh -10%, IL1B secr inh 14, HT1080 IDH1KD tx 10%, MCF10A rereplic 1% and ATXN viability inactive.
For CCN1C(=O)CC(Sc2ccccc2N)C1=O (configuration not stated) the results were HepG2 viability 2%, HT1080-NT tox 0%, KB-3-1 tox 20%, SW480 rerep 0%, ATXN2 expr inh 3%, IL1B secr inh -2, HT1080 IDH1KD tx -3%, MCF10A rereplic 9% and ATXN viability inactive.
CCOc1ccccc1Nc1nc2ccccc2c2nncn12 was read as HepG2 viability -24%, KB-3-1 tox -9%, ATXN2 expr inh 12% and ATXN viability inactive.
Cc1cc(C)n(-c2ccc(C(=O)OCC(=O)Nc3ccc(Cl)c(S(=O)(=O)N(C)C)c3)cc2)n1 was read as HepG2 viability -4%, HT1080-NT tox 4%, KB-3-1 tox 1%, SW480 rerep -11%, ATXN2 expr inh -7%, IL1B secr inh 4, HT1080 IDH1KD tx 12%, MCF10A rereplic 0% and ATXN viability inactive.
For Cc1ccc(-c2cc(C(F)F)nc(S(C)(=O)=O)n2)cc1 the results were HepG2 viability -188%, HT1080-NT tox 23µM*, KB-3-1 tox inconclusive, SW480 rerep inconclusive, ATXN2 expr inh inconclusive, IL1B secr inh -102*, HT1080 IDH1KD tx 21µM*, MCF10A rereplic 4.1µM* and ATXN viability inconclusive.
For COc1cccc(-c2cc(C(=O)NCC3CCCO3)c3ccccc3n2)c1 (configuration not stated) the results were HepG2 viability 8%, HT1080-NT tox 6%, KB-3-1 tox 3%, SW480 rerep -48%[inhibitor], ATXN2 expr inh 0%, IL1B secr inh 24, HT1080 IDH1KD tx 7%, MCF10A rereplic 14% and ATXN viability inactive.
`COCCN(C(=O)COC(=O)Cc1ccc(Cl)cc1)c1c(N)n(Cc2ccccc2)c(=O)[nH]c1=O` gave HepG2 viability -13%, HT1080-NT tox 5%, KB-3-1 tox 7%, IL1B secr inh 4, HT1080 IDH1KD tx 1% and ATXN viability inactive.
Screening O=C(CSc1nnc(-c2ccco2)o1)c1ccccc1Cl returned HepG2 viability 3%, HT1080-NT tox -1%, KB-3-1 tox -13%, SW480 rerep 7%, ATXN2 expr inh 28%[11.3 µM], IL1B secr inh -8, HT1080 IDH1KD tx -3%, MCF10A rereplic 0% and ATXN viability inactive.

Copied from above (three entries):
For COc1cccc(-c2cc(C(=O)NCC3CCCO3)c3ccccc3n2)c1 (configuration not stated) the results were HepG2 viability 8%, HT1080-NT tox 6%, KB-3-1 tox 3%, SW480 rerep -48%[inhibitor], ATXN2 expr inh 0%, IL1B secr inh 24, HT1080 IDH1KD tx 7%, MCF10A rereplic 14% and ATXN viability inactive.
`COCCN(C(=O)COC(=O)Cc1ccc(Cl)cc1)c1c(N)n(Cc2ccccc2)c(=O)[nH]c1=O` gave HepG2 viability -13%, HT1080-NT tox 5%, KB-3-1 tox 7%, IL1B secr inh 4, HT1080 IDH1KD tx 1% and ATXN viability inactive.
Screening O=C(CSc1nnc(-c2ccco2)o1)c1ccccc1Cl returned HepG2 viability 3%, HT1080-NT tox -1%, KB-3-1 tox -13%, SW480 rerep 7%, ATXN2 expr inh 28%[11.3 µM], IL1B secr inh -8, HT1080 IDH1KD tx -3%, MCF10A rereplic 0% and ATXN viability inactive.

Continued:
O=C(CCCCC(=O)NN=Cc1ccccc1O)NN=Cc1ccccc1O was read as HepG2 viability -2%, HT1080-NT tox inconclusive, KB-3-1 tox inconclusive, SW480 rerep 1.5µM*, ATXN2 expr inh inconclusive, IL1B secr inh 123, HT1080 IDH1KD tx 6.5µM*, MCF10A rereplic inconclusive and ATXN viability inactive.
For COc1cccc(N2CC(NS(=O)(=O)c3ccc(Cl)cc3)CC2=O)c1 (configuration not stated) the results were HepG2 viability -5%, HT1080-NT tox -13%, KB-3-1 tox -1%, SW480 rerep -87%[inhibitor], ATXN2 expr inh 14%, IL1B secr inh -2, HT1080 IDH1KD tx 0%, MCF10A rereplic inconclusive and ATXN viability inactive.
For CCOc1ccc(OCC)c(NC(=O)C2CCN(S(=O)(=O)c3cccc4nonc34)CC2)c1 the results were HepG2 viability 0%, HT1080-NT tox -8%, KB-3-1 tox inconclusive, SW480 rerep 14%, ATXN2 expr inh -24%, IL1B secr inh -11, HT1080 IDH1KD tx -2%, MCF10A rereplic 4% and ATXN viability inactive.
Screening CCc1nc(Nc2ccncc2)c2oc3ccccc3c2n1 returned HepG2 viability -14%, HT1080-NT tox inconclusive, KB-3-1 tox 8.2µM*, SW480 rerep 18µM*, ATXN2 expr inh inconclusive, IL1B secr inh -59*, HT1080 IDH1KD tx 23µM*, MCF10A rereplic inconclusive and ATXN viability inconclusive.
Screening Fc1ccc(-c2ccnn2-c2ccccc2)cc1 returned HepG2 viability -6%, HT1080-NT tox 23%, KB-3-1 tox 0%, SW480 rerep -6%, ATXN2 expr inh 8%, IL1B secr inh 36, HT1080 IDH1KD tx 15%, MCF10A rereplic 2% and ATXN viability inactive.
For N#CC(C(=O)c1ccc(S(=O)(=O)N2CCCCCC2)cc1)c1nc2ccccc2[nH]1 (configuration not stated) the results were HepG2 viability -15%, HT1080-NT tox -19%, KB-3-1 tox 4%, SW480 rerep -1%, ATXN2 expr inh 0%, IL1B secr inh inconclusive, HT1080 IDH1KD tx -18%, MCF10A rereplic -4% and ATXN viability inactive.
For CCCCn1cnc2c(SCCc3ccccc3)nc(N)nc21 the results were HepG2 viability 1%, HT1080-NT tox -5%, KB-3-1 tox 2%, SW480 rerep -9%, ATXN2 expr inh 41%[activator], IL1B secr inh inconclusive, HT1080 IDH1KD tx -4%, MCF10A rereplic inconclusive and ATXN viability inactive.
COc1ccc(N2CS(=O)(=O)/C(=C/N(C)C)C2=O)cc1 was read as HepG2 viability 3%, HT1080-NT tox 14%, KB-3-1 tox 3%, SW480 rerep 0%, ATXN2 expr inh 25%, IL1B secr inh -4, HT1080 IDH1KD tx 11%, MCF10A rereplic -1% and ATXN viability inactive.
`COc1ccc(CCn2c(=O)c3cccnc3n(CC(=O)Nc3ccc(C)cc3C)c2=O)cc1OC` gave HepG2 viability -11%, KB-3-1 tox 3%, ATXN2 expr inh 4% and ATXN viability inactive.
Screening O=c1[nH]nnc2cc(Cl)ccc12 returned HepG2 viability -3%, HT1080-NT tox 8%, KB-3-1 tox 0%, SW480 rerep -1%, ATXN2 expr inh 4%, IL1B secr inh 7, HT1080 IDH1KD tx 12%, MCF10A rereplic 0% and ATXN viability inactive.
For O=C1c2cccnc2C(Nc2ccc(F)c(Cl)c2)N1Cc1cccs1 (configuration not stated) the results were HepG2 viability -29%, HT1080-NT tox -6%, KB-3-1 tox 7%, SW480 rerep -2%, ATXN2 expr inh -13%, IL1B secr inh -13, HT1080 IDH1KD tx -1%, MCF10A rereplic 8% and ATXN viability inactive.
For CCOc1ccc(OCCC(=O)Nc2ccc(F)cc2C)cc1 the results were HepG2 viability 1%, HT1080-NT tox 0%, KB-3-1 tox -1%, SW480 rerep 6%, IL1B secr inh 5, HT1080 IDH1KD tx -1%, MCF10A rereplic -1% and ATXN viability inactive.
For COC(=O)c1oc2ccccc2c1NC(=O)/C=C/C(=O)O the results were HepG2 viability -1%, HT1080-NT tox 25%, KB-3-1 tox 10%, SW480 rerep -20%, ATXN2 expr inh -2%, IL1B secr inh 1, HT1080 IDH1KD tx 20%, MCF10A rereplic 8% and ATXN viability inactive.
Cc1cc(C)cc(NC(=O)C2CCN(c3cc(C)nc4c(-c5ccc(Cl)cc5)c(C)nn34)CC2)c1 was read as HepG2 viability 6%, KB-3-1 tox 12%, ATXN2 expr inh 21% and ATXN viability inactive.
Screening Cc1cccc(NC(=S)NC(=O)/C=C/c2ccco2)n1 returned HepG2 viability 28%, HT1080-NT tox -11%, KB-3-1 tox inconclusive, SW480 rerep 1%, ATXN2 expr inh 32%, IL1B secr inh 18, HT1080 IDH1KD tx -21%, MCF10A rereplic -2% and ATXN viability inactive.
COc1ccc(OC)c(Nc2cc(C(=O)NCCCN3CCOCC3)c3ccccc3n2)c1 was read as HepG2 viability -17%, HT1080-NT tox -30%, KB-3-1 tox 2%, SW480 rerep 8%, ATXN2 expr inh -1%, IL1B secr inh -63*, HT1080 IDH1KD tx inconclusive, MCF10A rereplic 13% and ATXN viability inactive.
CCc1sc(N(C(=O)Cc2ccccc2)c2ccccc2F)nc1-c1ccc(C)cc1 was read as HepG2 viability -4%, HT1080-NT tox 4%, KB-3-1 tox 10%, SW480 rerep 0%, IL1B secr inh 1, HT1080 IDH1KD tx 11%, MCF10A rereplic 20% and ATXN viability inactive.
CCCCCN(C(=O)CCC(=O)OCC(=O)c1ccc(C(C)CC)cc1)c1c(N)n(CCCC)c(=O)[nH]c1=O (configuration not stated) was read as HepG2 viability -26%, HT1080-NT tox inconclusive, KB-3-1 tox 0%, SW480 rerep 3%, ATXN2 expr inh -15%, IL1B secr inh -68*, HT1080 IDH1KD tx -14%, MCF10A rereplic inconclusive and ATXN viability inactive.
